Screening data from PubChem BioAssay.
TLR9-MyD88 block: inhibitors of TLR9-MyD88 association in cells, primary screen, cell-based, CHO, BLA complementation, fluorescence; Toll-like receptor 9 (Homo sapiens) + Myeloid differentiation primary response protein …; CCF4 FRET ratio; inhibition, % at 4.98 µM; actives 0.21% (n = 340,000); AID 504734, 2011;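 active means inhibition above the mean over all tested compounds plus 3 SD, cut at about 21% in these data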;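 further: 0% = DMSO only wells and 100% = clavulanate BLA inhibitor control wells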
Target sequence (Q99836 whole entry, looked up): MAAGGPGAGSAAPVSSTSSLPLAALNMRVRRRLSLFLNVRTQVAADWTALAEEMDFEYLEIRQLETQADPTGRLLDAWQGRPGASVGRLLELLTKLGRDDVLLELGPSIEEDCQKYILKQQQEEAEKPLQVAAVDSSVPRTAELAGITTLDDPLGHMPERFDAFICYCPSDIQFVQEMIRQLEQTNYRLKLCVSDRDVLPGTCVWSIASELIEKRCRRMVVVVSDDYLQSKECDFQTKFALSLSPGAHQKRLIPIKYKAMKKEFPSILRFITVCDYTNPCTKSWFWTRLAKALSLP
Target sequence (Q9NR96 whole entry, looked up): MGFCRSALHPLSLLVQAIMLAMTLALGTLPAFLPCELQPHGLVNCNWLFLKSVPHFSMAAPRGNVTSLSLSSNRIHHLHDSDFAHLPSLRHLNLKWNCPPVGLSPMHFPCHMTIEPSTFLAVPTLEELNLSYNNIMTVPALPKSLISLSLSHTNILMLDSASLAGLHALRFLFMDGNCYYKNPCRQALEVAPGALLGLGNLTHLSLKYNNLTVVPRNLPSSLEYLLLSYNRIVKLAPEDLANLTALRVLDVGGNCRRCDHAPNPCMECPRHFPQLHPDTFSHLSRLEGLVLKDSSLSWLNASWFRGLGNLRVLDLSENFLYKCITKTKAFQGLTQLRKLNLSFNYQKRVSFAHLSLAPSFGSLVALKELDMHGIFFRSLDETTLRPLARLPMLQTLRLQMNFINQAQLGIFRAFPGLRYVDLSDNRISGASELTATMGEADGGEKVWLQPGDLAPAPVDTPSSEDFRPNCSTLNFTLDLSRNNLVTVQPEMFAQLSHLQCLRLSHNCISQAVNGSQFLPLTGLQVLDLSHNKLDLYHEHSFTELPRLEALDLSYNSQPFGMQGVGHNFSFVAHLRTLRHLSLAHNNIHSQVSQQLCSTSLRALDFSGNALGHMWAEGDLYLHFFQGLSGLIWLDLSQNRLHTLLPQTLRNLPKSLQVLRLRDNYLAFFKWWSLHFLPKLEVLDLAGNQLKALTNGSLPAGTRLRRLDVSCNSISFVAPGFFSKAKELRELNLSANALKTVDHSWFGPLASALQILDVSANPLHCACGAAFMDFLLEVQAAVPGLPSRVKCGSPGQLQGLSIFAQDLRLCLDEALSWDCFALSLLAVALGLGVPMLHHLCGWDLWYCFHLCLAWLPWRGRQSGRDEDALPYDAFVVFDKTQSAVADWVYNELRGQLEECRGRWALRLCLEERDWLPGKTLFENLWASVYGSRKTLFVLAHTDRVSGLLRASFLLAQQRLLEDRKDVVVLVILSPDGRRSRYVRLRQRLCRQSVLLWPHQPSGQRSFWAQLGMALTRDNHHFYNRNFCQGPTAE
NR5A2 inv ag: LRH-1 (NR5A2) inverse agonists, primary screen, cell-based, luminescence, HEK293T, StAR-luciferase reporter. LRH-1 transfected, 24 h. inhibition, % at 3.6 µM. actives 0.13% (n = 360,000);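 active means inhibition above the mean inhibition of all tested compounds plus 3 SD, cut at about 73% in these data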;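 further: 0% = DMSO wells and 100% = reporter-only cells lacking LRH-1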
SRC1 inh: SRC1 coactivator transcriptional activity inhibitors, primary screen, cell-based, luminescence | inhibition, % at 3.6 µM | HEK293 GAL4-SRC1 luciferase reporter | AID 588354, 2011 | actives 0.12% (n = 360,000) | Nuclear receptor coactivator 1 (Homo sapiens), Q15788;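 active means inhibition above the campaign mean plus 3 SD, with each screening campaign given its own cutoff, cut at about 60% in these data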;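 further: 0% = DMSO treated cells and 100% = gossypol at 36 µM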
SRC2 inh: inhibition of GAL4-SRC2 driven luciferase reporter, primary screen, SRC2 inhibitor project, cell-based, luminescence; HEK293 GAL4-SRC2 luciferase reporter; inhibition, % at 9 µM; actives 0.17% (n = 370,000); AID 651957, 2012;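 active means inhibition above the mean inhibition of all tested compounds plus 3 SD, set per campaign, cut at about 52% in these data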;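 further: 0% = DMSO treated cells and 100% = cells given Gossypol at 36 µM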
NR2F2 inh: NR2F2 transcriptional activity inhibitors, primary screen, cell-based, luciferase reporter, HEK293T, luminescence; actives 0.7% (n = 370,000); COUP transcription factor 2 (Homo sapiens), P24468; inhibition, % at 8.6 µM; AID 686940, 2013; HEK293T NGFI-A luciferase reporter;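 active means inhibition above a per-plate cutoff, mean inhibition of test wells between control levels plus 3 SD, cut at about 38% in these data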;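 further: cells cotransfected with COUP-TFII expression vector driving the NGFI-A reporter; 0% = median of COUP-TF2 test wells and 100% = reporter-only cells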
NOD2 RIPK2 PPI: NOD2-RIPK2 binding disruptors in cells, primary screen, fluorescence, CHO cells, BLA complementation. Receptor-interacting serine/threonine-protein kinase 2 (Homo sapiens), O43353. CCF4 ratio. inhibition, % at 4.98 µM. actives 0.38% (n = 360,000); in the data active means inhibition above about 21%;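 further: 0% = vehicle only and 100% = reference blocker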
TROY NFkB inh: inhibitors of TROY-driven NF-kB signaling, primary screen, Q293 LMP1-TROYcd cells, NF-kB luciferase, uHTS | actives 0.98% (n = 360,000) | Q293 LMP1-TROYcd NF-kB luciferase reporter, 4 h | inhibition, % at 10 µM;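 active means compounds whose plate-normalised and pattern-corrected inhibition of the luciferase reporter signal at the single screening dose is 50% or more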
SRC3 inh: SRC3 coactivator transcriptional activity inhibitors, primary screen, cell-based, luminescence; Nuclear receptor coactivator 3 (Homo sapiens), Q9Y6Q9; inhibition, % at 3.6 µM; actives 0.17% (n = 360,000); HEK293 GAL4-SRC3 luciferase reporter;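 active means inhibition above a per-campaign cutoff, the mean of all compounds plus 3 SD, cut at about 60% in these data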;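 further: 0% = DMSO-treated cells and 100% = gossypol-treated cells at 36 µM; higher means less SRC3-driven luciferase light from the GAL4 reporter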
EBV LMP1 NFkB: EBV LMP1-driven NF-kappaB luciferase reporter inhibitors, primary screen, cell-based, luminescence, single point; inhibition, % at 12.5 µM; AID 504558, 2011; actives 0.69% (n = 350,000); LMP1-induced NF-kappaB luciferase reporter cells; in the data active means inhibition above about 41%;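 further: 0% = neutral control wells and 100% = reference inhibitor control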
TWEAK Fn14 block: inhibitors of TWEAK-Fn14 signaling, primary screen, luciferase reporter cells, uHTS. TWEAK-stimulated Fn14 reporter cells, luciferase luminescence, 8 h. inhibition, % at 10 µM. actives 2% (n = 360,000). AID 1159606, 2016; in the data active means inhibition above about 50%
C8 TRAIL sens: viability loss with TRAIL in NB7+C8 cells, primary screen, TRAIL sensitizer project, cell-based, ATPlite luminescence | inhibition (viability loss, TRAIL sensitization), % at 10 µM | actives 1% (n = 360,000) | AID 624354, 2012;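 active means compounds causing at least 50% loss of cell viability in the single-dose screen, relative to plate controls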
Numbers without * were called inactive; nt = not tested or not shown. An excerpt; count on the stated rates, not on these rows.

Values run as follows: C8 TRAIL sens	TROY NFkB inh	SRC2 inh	EBV LMP1 NFkB	TWEAK Fn14 block	NR5A2 inv ag	NOD2 RIPK2 PPI	SRC3 inh	NR2F2 inh	SRC1 inh	TLR9-MyD88 block
O=C1CC(N2CCC(c3nc4ccccc4s3)CC2)C(=O)N1Cc1ccccc1 (stereo unspecified)
 : -8	26	-23	1	20	1	7	17	10	6	-5
Cc1ccc(S(=O)(=O)CCc2nnc(NC(=O)c3cnccn3)s2)cc1
 : -3	-19	-18	20	-6	2	-3	-12	6	0	4
COc1cc2c(cc1NC(=O)C1CCCO1)oc1ccccc12 (stereo unspecified)
 : -8	-53	-71	-94	-7	-94	4	-81	-40	-121	3
O=C(Nc1cscc1S(=O)(=O)c1ccccc1)c1ccccc1Cl
 : 21	2	-14	-1	4	-7	2	9	-10	-9	nt
Cc1c(CCO)c(=O)[nH]n1S(=O)(=O)c1ccc(Cl)cc1Cl
 : -2	14	12	11	-3	-2	-10	11	15	-19	6
O=C(Cc1ccc(F)cc1)NCc1cccnc1
 : 0	10	-29	13	3	-14	12	14	11	-9	-8
CCOC(=O)c1cccc(NC(=O)CSc2nc3cccnc3n2C)c1
 : -2	31	9	22	40	11	10	33	36	18	1
CSCCC(NC(=O)c1ccc([N+](=O)[O-])cc1Cl)C(=O)OCC(=O)NCCCc1ccccc1 (stereo unspecified)
 : -1	-15	-1	2	-2	-7	9	12	0	17	2
COc1ccc(-c2sc3ccc(OC)cc3c2-c2ccc(O)cc2)cc1
 : -2	-9	20	-24	1	3	-11	12	3	17	-10
COCCNC(=O)CN(c1cccc(OC)c1)S(=O)(=O)c1ccc(C)cc1
 : -5	16	-8	8	-10	-7	-8	2	6	-4	3
CC1CC(C)CN(C(=O)CSc2nnc(N)s2)C1 (stereo unspecified)
 : -6	0	-1	22	4	5	-7	-23	18	-4	7
COc1ccc(OC)c(S(=O)(=O)N(C)CC(=O)N2CCN(c3cccc(Cl)c3)CC2)c1
 : -8	27	-29	-8	13	-25	9	9	14	-23	0
O=C1CN(CC(=O)Nc2cccc(Cl)c2Cl)c2ccccc2N1
 : -25	-32	-15	0	-4	31	4	-14	14	-5	4
C=CCn1c(C)cc(C(=O)CN2C(=O)c3ccccc3S2(=O)=O)c1C
 : 83*	88*	nt	87*	104*	88*	-6	88*	nt	87*	-4
CCC(C)NC(=O)CSc1nc2c(sc(=S)n2-c2cc(Cl)ccc2OC)c(=O)[nH]1 (stereo unspecified)
 : -3	-1	-6	-14	-6	-7	-1	-30	26	2	-11
CCCOc1ccc(-c2nnn(CC(=O)c3ccc4c(c3)OCCO4)n2)cc1
 : -31	43	0	1	16	-25	-4	6	1	-3	2
O=[N+]([O-])c1ccc(-c2cn(-c3ccccc3F)c(=S)[nH]2)cc1
 : -2	-42	-32	-13	-3	-125	2	-26	-9	-49	5
CCn1c(SCC(=O)Nc2cc(OC)ccc2OC)nc2c(c1=O)SCC2
 : 12	4	-5	-3	-13	-16	3	13	6	1	2
Cc1cccc2c1N(CCOc1ccccc1)C(=O)C2=O
 : -6	11	-18	3	-2	-3	15	4	17	7	4
Cc1ccc(SC[C@H](c2ccccc2)N2CCN(CC(C)C)CCC2=O)cc1
 : 2	32	-9	-14	14	-5	-3	-4	-3	-11	12

Values run as follows: C8 TRAIL sens	TROY NFkB inh	SRC2 inh	EBV LMP1 NFkB	TWEAK Fn14 block	NR5A2 inv ag	NOD2 RIPK2 PPI	SRC3 inh	NR2F2 inh	SRC1 inh	TLR9-MyD88 block
COCCn1c(SCC(=O)Nc2cc(C)on2)nc2cc(Cl)ccc2c1=O
 : 5	1	0	-1	-6	-2	1	-5	-2	2	-4
O=C(N/N=C/c1ccc(-c2ccccc2[N+](=O)[O-])o1)c1cncc(Br)c1
 : 8	11	-5	2	2	35	1	1	3	-20	3
CCOc1ccc(C(CC(=O)O)NC(=O)Cc2ccccc2)cc1OC (stereo unspecified)
 : -12	27	-8	0	13	6	-10	13	-7	14	-5
N#CC1=C2SCN(c3ccccc3)CN2C(=O)CC1c1ccccc1Cl (stereo unspecified)
 : -1	-20	5	-6	12	-22	1	-31	7	-10	-13
CSc1ccccc1NC(=O)C1(C)CCN1C(=O)Cc1ccc(-c2ccccc2)cc1 (stereo unspecified)
 : 5	22	-46	nt	-4	6	-11	-2	35	14	nt
COc1ccc(NC(=O)Nc2ccc3oc(C)nc3c2)cc1
 : 38	5	-22	2	4	-94	1	-75	-33	-67	2
O=S(=O)(NCCc1csc(-c2cccnc2)n1)c1ccc(Cl)s1
 : 4	19	17	13	8	9	-2	-4	29	5	-1
COc1ccccc1OCCOCCOc1ccc(C)cc1[N+](=O)[O-]
 : 8	-7	-1	0	-2	1	-1	4	-6	4	1
COc1ccc(N2CCN(C(=O)c3ccc(Cl)c(S(=O)(=O)N4CCOCC4)c3)CC2)cc1
 : -9	13	26	3	14	-7	-3	-8	18	-10	0
O=C(O)c1cccc2c1C(=O)c1ccc(-c3ccc(Cl)c(C(F)(F)F)c3)cc1S2(=O)=O
 : 14	-76	nt	2	-37	-18	1	-15	nt	-31	-12
CC(=O)Nc1cccc(-c2ccnc3c2CC(C(=O)Nc2ccc4c(c2)OCO4)O3)c1 (stereo unspecified)
 : 28	17	13	nt	3	18	2	10	18	3	nt
CCOC(=O)C1=C(COC(=O)/C=C/c2cccc(Br)c2)NC(=O)NC1C (stereo unspecified)
 : -6	-6	-1	2	-6	-9	3	-6	-12	-8	7
Cn1c(Cc2csc(N)n2)nnc1SC/C=C/c1ccccc1
 : 3	9	-17	-3	-17	11	-7	-1	-3	-10	2
CCOC(=O)CSc1nc2ccccc2c(=O)n1CC1COc2ccccc2O1 (stereo unspecified)
 : 3	17	1	13	12	4	11	-5	22	-13	-4
Cc1ccc(C)c(NC(=O)c2cc(C)nc3ccccc23)c1
 : -2	23	-31	8	2	20	-13	-14	-17	-9	-14
Cc1cc(=O)[nH]c(SCC2(O)C3CC4CC(C3)CC2C4)n1 (stereo unspecified)
 : 10	0	4	-1	10	10	-4	15	-18	-9	0
CCOC(=O)C1=C(C)NC(=O)NC1c1ccoc1 (stereo unspecified)
 : -2	6	5	0	13	1	-3	-4	6	10	-5
O=S(=O)(c1ccc(F)cc1)n1ccc2cccnc21
 : -15	-13	2	-2	7	-9	-1	13	-3	-7	-7
COc1ccc(NC(=O)CCN2CCOCC2)c(OC)c1
 : -4	8	-17	2	-2	15	-1	-4	5	-26	-2
C[C@@H]1CN([C@H](C)CO)C(=O)c2cc(C3=CCCCC3)cnc2O[C@@H]1CN(C)Cc1ccccc1C(=O)O
 : 1	6	3	0	13	12	-5	-23	16	-20	-2

Of the compounds above, two contain bromine:
Values run as follows: C8 TRAIL sens	TROY NFkB inh	SRC2 inh	EBV LMP1 NFkB	TWEAK Fn14 block	NR5A2 inv ag	NOD2 RIPK2 PPI	SRC3 inh	NR2F2 inh	SRC1 inh	TLR9-MyD88 block
O=C(N/N=C/c1ccc(-c2ccccc2[N+](=O)[O-])o1)c1cncc(Br)c1
 : 8	11	-5	2	2	35	1	1	3	-20	3
CCOC(=O)C1=C(COC(=O)/C=C/c2cccc(Br)c2)NC(=O)NC1C (stereo unspecified)
 : -6	-6	-1	2	-6	-9	3	-6	-12	-8	7

Continuation.
Values run as follows: C8 TRAIL sens	TROY NFkB inh	SRC2 inh	EBV LMP1 NFkB	TWEAK Fn14 block	NR5A2 inv ag	NOD2 RIPK2 PPI	SRC3 inh	NR2F2 inh	SRC1 inh	TLR9-MyD88 block
COc1cccc(CC(=O)OCC(=O)c2cc(OC)c(OC)c(OC)c2)c1
 : -18	5	-1	0	-11	22	-4	-1	-28	-10	-2
c1ccc2nc(N3CCCC3)c(N3CCCCC3)nc2c1
 : -2	-10	0	-1	15	-16	-7	14	-3	-10	-11
COCCC1CCCCN1C(=O)c1cc(COc2ccc(C)nc2)on1 (stereo unspecified)
 : 4	-15	21	-15	2	1	-4	20	19	-20	-1
O=C(CSc1nnc(-c2cccc(F)c2)o1)N1CCOCC1
 : -10	-23	-15	-9	-1	-3	-10	-13	-8	-17	-2
CC1CSc2ccccc2NC1=S (stereo unspecified)
 : 3	-4	-13	9	-21	4	-4	11	-13	-1	1
COc1cccc(/C=C2\Oc3cc(OCC(=O)N4Cc5ccccc5C[C@H]4C(=O)O)ccc3C2=O)c1
 : 1	5	nt	15	17	-12	-2	-8	nt	-9	-6
Cc1nc([N+](=O)[O-])cn1-c1ccc(N)cc1
 : 11	3	-16	-4	15	-27	-7	6	8	-1	3
O=c1n(CCCN2CCN(c3cccc(Cl)c3)CC2)nc2ccccn12
 : -2	9	7	3	-1	10	-9	9	12	-2	3
COc1cccc2cc(C(=O)OC3CCN(C)CC3)c(=O)oc12
 : 6	-5	-10	10	9	2	1	-22	5	-3	-4
CC(/C=C1\SC(=S)N(NC(=O)c2ccc(C)cc2)C1=O)=C\c1ccccc1
 : -25	-18	nt	5	-2	4	-5	-18	nt	4	10
Cc1ccc(-c2noc(CCCC(=O)Nc3cccnc3)n2)cc1
 : 5	13	23	-16	0	17	-11	21	36	4	4
CC1CCN(c2nc(-c3ccncc3)nc3ccccc23)CC1
 : 6	0	-3	-10	-15	4	1	-10	0	-2	1
O=C(OCC#CCSc1nc2ccccc2o1)c1cc2ccccc2o1
 : 1	-8	-7	-2	-35	16	-1	-5	-16	-23	-4
Cn1c(=O)n(CCc2ccccc2)c(=O)c2c1nc1n2CCCN1CCc1ccccc1
 : 45*	37	5	6	47	-6	4	23	5	-4	-6
CSc1ccccc1-c1nnc(NC(=O)Cc2ccccc2)o1
 : 0	0	-6	-5	0	7	-9	-29	-7	-3	6
CCSC(C)CC1CC(=O)CC(=O)C1 (stereo unspecified)
 : -6	3	-1	5	-21	-14	-4	16	-9	7	-1
COc1ccc(C(=O)Nc2ccccc2C(=O)NC(Cc2c[nH]c3ccccc23)C(=O)O)cc1 (stereo unspecified)
 : 26	10	-17	15	4	-8	-15	8	-8	2	nt
COc1c(C)cc(C(=O)C2CCCN(C(=O)c3ccc4cc[nH]c4c3)C2)cc1C (stereo unspecified)
 : 2	7	-7	-9	23	-8	-7	-11	5	-4	0
O=C(O)CCCCCCC1C(=O)NC(=O)N1CCC(O)C1CCCCC1 (stereo unspecified)
 : 4	17	-5	17	-10	-2	-14	-17	-20	-7	-6
O=C(O)CN1C(=O)C2C3C=CC(C3)C2C1=O (stereo unspecified)
 : -15	-16	4	-4	9	-7	-8	2	-6	3	6
COc1ccccc1CNC(=O)/C=C/c1ccc(Br)o1
 : -9	-10	-17	4	17	-12	-3	4	5	-44	7
OCC1(CCCc2ccccc2)CCN(Cc2ccc(F)cc2)CC1
 : 2	7	-22	0	-1	-7	-3	0	0	-24	9
